UBC13 inh: blocks human UBC13 polyubiquitin chain formation; TR-FRET; inhibition, % at 20 µM; actives 0.47% (n = 330,000); AID 485273; in the data active means inhibition above about 45%, passing the limit was not always enough
Target sequence (P61088 whole entry, looked up): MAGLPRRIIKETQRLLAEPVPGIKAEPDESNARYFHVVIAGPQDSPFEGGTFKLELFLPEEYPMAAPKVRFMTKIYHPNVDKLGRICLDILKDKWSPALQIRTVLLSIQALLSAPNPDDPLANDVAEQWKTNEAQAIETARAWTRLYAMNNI
EBI2 block: EBI2 (human) antagonism | EBI2 beta-arrestin recruitment, luminescence, 7a,25-OHC stimulated | AID 651636 | actives 0.81% (n = 360,000) | inhibition, % at 5 µM; in the data active means inhibition above about 38%;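 further: enzyme fragment complementation signal reports receptor beta-arrestin coupling in cells; 0% = agonist plus DMSO wells and 100% = wells without agonist; some results beyond the cut were filed as inactive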
ATG4B inh: inhibitors of human ATG4B cysteine protease; actives 0.51% (n = 340,000); Q9Y4P1; ATG4B cleavage of LC3-PLA2, NBD-HPC fluorescence, 1 h; inhibition, % at 8.33 µM; in the data active means inhibition above about 40%
CCR6 antagonist: antagonists of human CCR6 receptor | P51684 | CHO-K1 CCR6 PathHunter beta-arrestin, luminescence, CCL20-stimulated | inhibition, % at 20 µM | actives 0.49% (n = 340,000);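 active means compounds whose inhibition of the agonist-driven luminescence signal at 20 µM reaches about 50%, limit read from the data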;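 further: cells stimulated with CCL20 at 14 nM final; plate controls were DMSO with CCL20 for no effect and DMSO without agonist for full effect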
Target sequence (P51684 whole entry, looked up): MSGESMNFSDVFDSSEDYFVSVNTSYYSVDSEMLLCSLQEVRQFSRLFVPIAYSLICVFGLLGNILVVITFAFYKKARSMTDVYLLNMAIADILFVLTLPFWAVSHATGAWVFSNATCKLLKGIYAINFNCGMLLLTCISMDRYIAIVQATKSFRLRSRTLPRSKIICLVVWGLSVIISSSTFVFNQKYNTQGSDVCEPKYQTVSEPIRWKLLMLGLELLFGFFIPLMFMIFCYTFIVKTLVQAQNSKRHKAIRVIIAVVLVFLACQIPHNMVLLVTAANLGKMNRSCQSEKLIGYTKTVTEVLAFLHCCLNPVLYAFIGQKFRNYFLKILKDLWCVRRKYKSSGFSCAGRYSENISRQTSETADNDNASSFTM
APJ ag: activates the human apelin receptor APJ. P35414. CHO-K1 APJ PathHunter beta-arrestin, luminescence; 0% DMSO wells, 100% apelin. activation, % at 20 µM. AID 2520. actives 0.11% (n = 330,000);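 active means activation more than six SD over the plate average, tested at 20 µM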;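 further: 0% = DMSO alone and 100% = apelin-13 at 10 nM; some results filed as inactive read as strong as hits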
Target sequence (P35414 whole entry, looked up): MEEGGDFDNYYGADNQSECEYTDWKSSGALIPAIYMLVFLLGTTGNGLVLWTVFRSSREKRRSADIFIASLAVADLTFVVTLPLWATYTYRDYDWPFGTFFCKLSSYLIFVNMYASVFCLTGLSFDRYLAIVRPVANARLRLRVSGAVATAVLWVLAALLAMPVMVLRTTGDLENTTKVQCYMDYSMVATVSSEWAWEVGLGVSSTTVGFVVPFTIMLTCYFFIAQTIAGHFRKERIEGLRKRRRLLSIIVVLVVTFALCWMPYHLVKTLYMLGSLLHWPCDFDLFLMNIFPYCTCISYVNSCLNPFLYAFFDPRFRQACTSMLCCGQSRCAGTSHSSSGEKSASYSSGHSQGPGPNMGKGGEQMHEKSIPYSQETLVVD
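Material: CHO-K1 APJ beta-arrestin complementation cell line; Input: cell density 1000 per well; Incubation: compound stimulation 90 min at 25 °C, detection 60 min; Signal: luminescence from split beta-galactosidase complementation, Galacton Star/Emerald II substrate; Controls: DMSO-only wells as negative, 10 nM Apelin-13 as positive control.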
CXCR6 block: CXCR6 (human) receptor inhibition | O00574 | CHO-K1 PathHunter CXCR6 beta-arrestin, luminescence | inhibition, % at 20 µM | actives 0.36% (n = 360,000) | AID 602244; in the data active means inhibition above about 34%, passing the limit was not always enough;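 further: antagonist mode with CXCL16 agonist at 10 nM final; 0% = 10 nM CXCL16 with DMSO and 100% = unstimulated wells without agonist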
APJ antag: APJ receptor antagonism | P35414 | CHO-K1 APJ beta-arrestin complementation, luminescence | inhibition, % at 20 µM | actives 0.32% (n = 330,000) | AID 2521;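 active means inhibition above about 40% at 20 µM, limit read from the data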;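 further: cells challenged with 10 nM apelin-13 agonist together with compound; plate controls were apelin-13 plus DMSO wells for no effect and DMSO wells lacking apelin-13 for full effect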
Gli-Sufu block: antagonists of Gli-Sufu signaling; actives 0.74% (n = 340,000); inhibition, % at 5 µM; Sufu-KO-LIGHT fibroblasts, Gli luciferase reporter luminescence;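 active means inhibition above about 55%, limit read from the data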;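 further: 0% = DMSO-treated cells and 100% = wells with medium but no cells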
The depositor's hits bear a star; / = no result given.

SMILES	UBC13 inh	EBI2 block	ATG4B inh	CCR6 antagonist	APJ ag	CXCR6 block	APJ antag	Gli-Sufu block
CCOC(=O)N1CCN(C(=O)c2ccc3c(c2)N=C(C)c2cc(Cl)ccc2S3)CC1	-7	2	-4	9	-5	-6	-9	36
Cc1ccc(OCC(=O)Nc2cccc(S(=O)(=O)N3CCCCCC3)c2)cc1C	-6	10	4	17	6	-22	-47	0
CC(C)CN(C(=O)CSc1ncnc2ccccc12)C1CCS(=O)(=O)C1 (centres undefined)	1	6	0	4	-4	3	7	-2
Cc1ccnc(NC(=O)c2ccc3c(c2)NC(=O)C(C)S3)c1 (centres undefined)	-1	2	9	8	-1	-5	-1	-67
Clc1cccc(Cl)c1C[n+]1ccc2ccccc2c1	-2	-3	-8	-7	-3	-5	-16	9
O=C(O)CCCCCN1C(=O)CSC1=S	-3	-5	-4	26	1	2	2	8
CC1Cc2ccccc2N1C(=S)NC(=O)c1ccco1 (centres undefined)	8	2	-4	4	0	-3	12	-1
O=C(NN1C(=O)/C(=C/c2cccs2)SC1=S)c1ccccc1	-1	-3	7	-5	1	14	2	7
O=C1CC(SCCc2nc3ccccc3[nH]2)C(=O)N1c1ccc(Cl)cc1 (centres undefined)	1	0	-6	-12	-2	-3	13	19
CCn1c(COc2ccccc2C)nnc1SCC(=O)Nc1cc(C)on1	-3	9	-3	-8	-5	-2	-5	-2
COc1ccc(-c2csc(N3CCN(c4cc(C)nc5ccccc45)CC3)n2)cc1OC	14	13	2	14	-1	12	14	21
CC(=O)c1cccc(NC(=S)N2CCN(c3ccccn3)CC2)c1	1	-1	-3	5	0	1	17	-9
O=C(Nc1nccs1)c1ccc(COc2ccccc2)o1	2	-8	-3	11	-1	14	8	-70
CC(C)C(=O)Nc1ccc(C(=O)NNC(=O)c2ccco2)cc1	-1	-17	-1	-14	-3	-2	-4	5
COc1cccc(-c2noc(CCC(=O)N3CCN(c4cc(C)ccc4C)CC3)n2)c1	/	0	2	16	/	-5	/	-8
CC1CCN(C(=O)C(C)Sc2nc(-c3ccccc3)cc(C(F)(F)F)n2)CC1 (centres undefined)	10	-37	2	20	-4	0	8	25
O=C(NCCCNC(=O)c1ccc(Cl)cc1Cl)c1ccco1	8	7	-7	16	-3	-3	-11	0
Cc1ccc(C(=O)NCCNC(=O)c2ccco2)cn1	4	-5	-3	3	-3	0	22	35
CC1CCN(c2ccc(C(=O)Nc3ccc4c(c3)OCO4)cc2[N+](=O)[O-])CC1	-28	13	0	17	-3	17	22	5
CC(C)(C)n1nnnc1C(c1cccnc1)N1CCOCC1 (centres undefined)	12	2	-28	-8	-4	-1	-4	32
Cc1cc(C)n(-c2nncn2/N=C/c2ccccc2F)n1	2	4	-6	7	-2	-6	-4	2
CCC(=O)N1CCN(c2ccc(Cl)cc2NC(=O)c2ccc(N3CCCC3)c([N+](=O)[O-])c2)CC1	-13	19	-14	20	-3	23	21	-1
Cc1ccc(NC(=O)N2CCC(C(=O)Nc3ccc(C)cc3C)CC2)cc1	-3	10	-2	0	-4	-5	-5	10
Cc1ccc(Cn2c(C3CCCN3c3nc(-c4ccc(F)cc4)cs3)nc3cc(C(F)(F)F)ccc32)cc1 (centres undefined)	-3	-5	-8	17	-6	16	22	26
Cc1cc(C)n(CC(=O)Nc2ccc(N3CCOCC3)c(Cl)c2)c(=O)c1C#N	1	-7	-3	2	1	2	15	-17
COc1ccc(C)cc1-n1c(SCC(=O)NC2CC2)nc2ccccc2c1=O	-7	7	-26	10	-4	8	2	13
Clc1ccccc1OCc1nc(-c2ccccn2)no1	2	-4	-2	14	1	-5	4	-118
COc1ccc(-c2ccc3c(c2)S(=O)(=O)c2cccc(C(=O)NC4CCCCC4)c2C3=O)cc1OC	-12	-4	-1	2	0	1	8	0
Cc1ccc(S(=O)(=O)N2CCOCC2)cc1NC(=O)CSc1ccccn1	-6	4	1	9	-6	2	-25	-27
Cc1ccc(S(=O)(=O)N(C)c2ccccc2C(=O)Nc2ccc(F)cc2F)cc1	-1	13	-9	16	0	5	11	0
Cc1cc(NC(=O)Nc2cc(Cl)ccc2C)no1	8	-5	-8	-5	1	-6	-4	-6
CCN(CC)c1cccc(OCC(=O)N(C)CCC#N)c1	-10	-5	0	-12	6	-1	-10	-18
CC(C)(C)NC(=O)NC(=O)CN1CCN(c2ccccc2O)CC1	11	-2	-9	-2	-5	4	-10	7
c1cc2nnnn2nc1N1CCCCCC1	0	-2	-5	-6	-3	1	8	-13
Cc1ccc2occ(C(c3nnnn3C3CCCC3)N3CCN(C(=O)c4ccco4)CC3)c(=O)c2c1 (centres undefined)	0	7	-16	16	-3	2	3	2
N#CC(c1ccc(F)cc1)c1ccc(C(=O)c2ccccc2)cc1 (centres undefined)	-5	-4	4	34	-1	8	29	/
Cc1cc(S(=O)(=O)Nc2ccc(C(=O)N3CCN(c4ccccc4O)CC3)cc2)ccc1F	-5	-14	-11	-11	3	-9	-10	-2
CNC(=S)NCc1ccc2[nH]c3c(c2c1)CCCC3	8	0	-10	18	-3	-7	-9	6
O=C(NC(=S)Nc1cccnc1Cl)c1ccc(F)cc1	-2	4	6	37	-2	10	23	-38
CCCCC(=O)Nc1nc(C)c(-c2csc(Nc3cc(Cl)ccc3OC)n2)s1	-25	-1	-5	5	-4	-2	21	-2
CCOC(=O)Cn1nc(C(F)F)c(Br)c1C	9	-6	12	7	-4	24	-1	-4
COc1ccc(NC(=O)c2nnn(CC(=O)Nc3ccc4c(c3)OCO4)c2N)c(OC)c1	-12	-12	3	22	1	2	8	-10
CC(=O)Nc1cccc(/C(C)=N/NC(=O)c2cc(-c3ccncc3)nc3ccccc23)c1	-4	0	-1	1	0	-1	-13	-2
CC1(c2nnc(-c3ccc(Cl)cc3)o2)CC(c2ccncc2)=NO1 (centres undefined)	4	-9	-7	-1	-1	2	12	3
CCCCCCNCc1c(F)cccc1Cl	6	-10	-5	-6	-3	2	9	6
Cc1nnc(SCC2=C(C(=O)O)N3C(=O)C(NC(=O)c4cc(F)c(F)cc4Cl)C3SC2)s1 (centres undefined)	-10	-3	-8	-11	-1	-6	-16	-1
CNC(=O)c1ccc2snnc2c1	6	0	0	4	7	-4	2	41
Cc1ccccc1-c1cc(C(=O)Nc2sc(C)c(C)c2C(N)=O)c2ccccc2n1	-11	12	23	20	-2	6	24	9
O=C(Nc1ccc(N2CCN(C(=O)c3cccs3)CC2)cc1)c1ccc([N+](=O)[O-])o1	-25	13	/	/	29*	0	-94	/
O=[N+]([O-])c1cc(S(=O)(=O)NCCN2CCOCC2)ccc1Cl	-6	-15	-12	-4	1	-7	-4	25

No new results follow: entries from further up.
SMILES	UBC13 inh	EBI2 block	ATG4B inh	CCR6 antagonist	APJ ag	CXCR6 block	APJ antag	Gli-Sufu block
CNC(=O)c1ccc2snnc2c1	6	0	0	4	7	-4	2	41
Cc1ccccc1-c1cc(C(=O)Nc2sc(C)c(C)c2C(N)=O)c2ccccc2n1	-11	12	23	20	-2	6	24	9
O=C(Nc1ccc(N2CCN(C(=O)c3cccs3)CC2)cc1)c1ccc([N+](=O)[O-])o1	-25	13	/	/	29*	0	-94	/
O=[N+]([O-])c1cc(S(=O)(=O)NCCN2CCOCC2)ccc1Cl	-6	-15	-12	-4	1	-7	-4	25

(list continues)
SMILES	UBC13 inh	EBI2 block	ATG4B inh	CCR6 antagonist	APJ ag	CXCR6 block	APJ antag	Gli-Sufu block
COCCNC(=O)CN1C(=O)NC2(CCCc3ccccc32)C1=O (centres undefined)	7	-4	0	2	-3	0	6	13
CCOC(=O)CCCCC(=O)c1[nH]c(=O)[nH]c1CSc1nc(C)cc(=O)[nH]1	-4	-3	-7	-16	-2	4	8	-2
O=C(N1CCOCC1)N1CCC(n2nnc3cc(F)ccc32)CC1	-10	-4	-12	9	7	0	-11	6
CCOc1ccccc1NC(=S)N1CCN(c2nc(-c3cccc(OC)c3)cs2)CC1	-2	13	4	-2	-3	-6	7	-17
CCn1cc(C(=O)NCc2ccco2)c(=O)c2cc(S(=O)(=O)N3CC(C)CC(C)C3)ccc21 (centres undefined)	-5	8	0	18	-1	5	-4	12
O=C(CNc1ccc(Oc2ccccc2)cc1)N1CCOCC1	6	-14	-6	-12	3	12	-1	-10
CCOC(=O)CN1C(=O)CN(c2ccc(C)c(C)c2)C1=O	3	10	-5	8	-3	3	-10	0
CC(=O)O/N=C(/C)c1ncc(C(F)(F)F)cc1N1CCOCC1	-6	-11	-1	4	0	-2	6	-2
COc1ccc(-c2cc(C(F)(F)F)nc(SCC(=O)N(C)Cc3cn(C)nc3C)n2)cc1OC	5	2	5	3	0	3	4	8
COP(=O)(OC)C(Nc1ccc(C)cc1)c1ccc([N+](=O)[O-])cc1 (centres undefined)	0	-5	-6	7	-1	3	1	-6
CCN1C(=O)CC(N2CCC(Nc3ccc(OC)cc3)CC2)C1=O (centres undefined)	-12	2	-15	-15	-1	0	-6	5
CS(=O)(=O)N1CCC(C(=O)Nc2ccccc2Br)CC1	12	0	-4	7	-3	-8	14	3
O=C(CCSCCC(=O)NCC1CCCO1)NCC1CCCO1 (centres undefined)	6	-4	-15	-4	-2	-5	10	6
CCOC(=O)c1cc2c(=O)n3ccccc3nc2n(CCOC)c1=NC(=O)c1c(-c2c(F)cccc2Cl)noc1C	10	9	3	4	2	1	-4	10
Cc1ccc(C(=O)N2CCC(C(=O)c3c(C)cc(C)cc3C)CC2)cc1	11	43*	8	0	0	-11	-8	15
C=CCN(C(=O)Nc1ccccc1)C1CC(=O)N(c2ccc(OC)cc2)C1=O (centres undefined)	-1	2	-3	0	-1	11	-1	6
O=c1[nH]c2ccc([N+](=O)[O-])cc2[nH]1	/	5	3	13	/	-1	/	7
CS/C(=N\NC(N)=O)c1ccccc1	-6	-2	-3	6	-2	-2	-15	-5
CCCOc1ccc2cc(-c3ccccn3)c(=O)oc2c1	20	7	0	-5	-3	-7	7	-13
CCOC(=O)c1ccc(NC(=O)C(=O)NCc2ccncc2)cc1	3	4	13	10	-3	7	-6	-6

Random excerpt: three compounds from above, in no set order.
SMILES	UBC13 inh	EBI2 block	ATG4B inh	CCR6 antagonist	APJ ag	CXCR6 block	APJ antag	Gli-Sufu block
CS(=O)(=O)N1CCC(C(=O)Nc2ccccc2Br)CC1	12	0	-4	7	-3	-8	14	3
CCN1C(=O)CC(N2CCC(Nc3ccc(OC)cc3)CC2)C1=O (centres undefined)	-12	2	-15	-15	-1	0	-6	5
Cc1ccc(C(=O)N2CCC(C(=O)c3c(C)cc(C)cc3C)CC2)cc1	11	43*	8	0	0	-11	-8	15

Next records
SMILES	UBC13 inh	EBI2 block	ATG4B inh	CCR6 antagonist	APJ ag	CXCR6 block	APJ antag	Gli-Sufu block
Cc1csc(NC(=O)C2CC(=O)N(c3ccc4c(c3)OCCO4)C2)n1 (centres undefined)	-33	-3	0	7	-3	2	-12	-5
O=C(Nc1ccccc1)c1cccc(-c2nnc(-c3ccccc3)o2)c1	14	-2	-11	15	-2	5	4	-54
COc1ccc(-c2noc(CCC(=O)NCCc3ccccc3)n2)cc1OC	0	4	-4	-1	1	-16	6	-13
CC#CCN(CC#CC)S(=O)(=O)c1ccc(-n2cnnn2)c(OC)c1	5	9	-1	15	-1	6	17	25
Cc1ccc(S(=O)(=O)NC(=O)Nc2ccc(N(C)C)cc2)cc1	-45	7	-3	-9	9	-1	-65	-18
O=C(NCC1CCCO1)c1ccc(N2C(=O)C3CCCCC3C2=O)cc1 (centres undefined)	1	-7	11	-4	-2	-8	20	22
O=c1[nH]c2c(s1)C(c1ccco1)C1C3CCC(C3)C1S2 (centres undefined)	-13	-10	5	17	-1	-1	-26	9
COC(=O)c1ccccc1N(C)S(C)(=O)=O	-6	-17	-7	4	0	6	5	8
COc1ccccc1N1CCN(C(=O)COc2cccc(C)c2C)CC1	-13	5	-13	4	-3	-4	-22	-5
CCOC(=O)C1C(=O)OC(C)(C)C1C(CC)C(=O)c1ccccc1 (centres undefined)	-8	0	-2	7	-3	-1	-3	-1
COc1cc(OC)c(/C=N/N2CCN(c3ccccc3OC)CC2)c(OC)c1	-6	-2	-6	-1	0	11	12	-14
